Bioassay records (PubChem BioAssay)
Kir21 inh: Kir2.1 (mouse) channel inhibition. P35561. HEK293-Kir2.1, FluxOR thallium flux fluorescence; hits give low values. B-score at 10 µM. actives 0.85% (n = 310,000). AID 1672;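 active = fluorescence ratio B-score at or below minus 3 SD of library scores, with starting-brightness B-score within 2 SD, cut at about -4.2 in these data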;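 note: channel flux triggered by added potassium and thallium sulfate stimulus; B-score of peak minus minimum fluorescence over baseline after thallium stimulus; more negative B-score means stronger Kir2.1 block with less thallium influx; some compounds called inactive have numbers as strong as hits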
KCNQ2 inh: KCNQ2 channel blockers in CHO-K1 cells – cell-based, FluxOR thallium flux, B-score, primary screen (AID 2156). actives 1.1% (n = 310,000). O88943. B-score at 10 µM. 20 min; hits give low values;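 active = fluorescence ratio B-score at most minus 3 library SDs, with starting brightness B-score within 2 library SDs, cut at about -5.5 in these data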
Target sequence (O88943 whole entry, looked up): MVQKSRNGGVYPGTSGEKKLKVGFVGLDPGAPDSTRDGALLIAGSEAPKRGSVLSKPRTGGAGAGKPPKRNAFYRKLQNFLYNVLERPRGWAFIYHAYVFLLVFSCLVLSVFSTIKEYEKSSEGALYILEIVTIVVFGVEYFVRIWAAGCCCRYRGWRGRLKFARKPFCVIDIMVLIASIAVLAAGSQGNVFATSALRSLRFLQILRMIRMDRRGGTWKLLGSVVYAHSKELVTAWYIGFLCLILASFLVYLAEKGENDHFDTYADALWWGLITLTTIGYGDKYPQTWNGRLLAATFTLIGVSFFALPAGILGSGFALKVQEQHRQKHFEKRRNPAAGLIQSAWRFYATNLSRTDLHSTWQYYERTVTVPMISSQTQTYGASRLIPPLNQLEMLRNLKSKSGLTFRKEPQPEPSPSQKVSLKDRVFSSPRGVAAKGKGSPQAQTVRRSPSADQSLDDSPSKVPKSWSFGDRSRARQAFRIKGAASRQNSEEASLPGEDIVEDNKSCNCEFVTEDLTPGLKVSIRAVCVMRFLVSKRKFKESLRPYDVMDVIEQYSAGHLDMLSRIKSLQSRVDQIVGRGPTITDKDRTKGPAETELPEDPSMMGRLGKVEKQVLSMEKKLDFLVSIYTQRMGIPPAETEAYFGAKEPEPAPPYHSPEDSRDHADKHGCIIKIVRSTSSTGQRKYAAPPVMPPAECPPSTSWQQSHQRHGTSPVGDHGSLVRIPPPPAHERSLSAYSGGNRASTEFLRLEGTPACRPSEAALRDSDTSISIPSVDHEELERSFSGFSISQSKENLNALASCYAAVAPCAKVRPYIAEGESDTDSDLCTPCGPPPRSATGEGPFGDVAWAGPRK
* = called active by the depositor; i = inactive.

Structure	Kir21 inh	KCNQ2 inh
Cc1cccc(NC(=O)c2cc(-c3ccccn3)nc3ccccc23)c1C	1.1	i
COc1cccc(NC(=O)c2ccc3c(c2)N(CC(=O)N2CCCCC2)C(=O)C(C)(C)O3)c1	1.4	i
COc1ccccc1N(C)S(=O)(=O)c1ccc(C(=O)NC2CCCCCC2)cc1	1.5	i
Cc1cc(SCC(=O)N/N=C/c2ccc(C(=O)O)cc2)nc2ccccc12	-1.8	i
Clc1ccc(CNCCC2=CCCCC2)cc1	-0.84	i
Cc1ccccc1OCC(=O)NS(=O)(=O)c1ccc(Cl)cc1	-0.29	i
Nc1nc(Nc2ccccc2)nc(N2CCCC2)c1[N+](=O)[O-]	1.7	i
Cc1cccc(C)c1OC(=O)CN1C(=O)c2ccccc2C1=O	0.17	i
COc1ccccc1NC(=S)NC(=O)C(C)(C)C	-0.52	i
COc1ccc(N2CCN(c3ncnc4c3cnn4-c3ccc(C)cc3C)CC2)cc1	0.54	i

(continued)
Structure	Kir21 inh	KCNQ2 inh
CC(C)C(NC(=O)c1ccc(C(C)(C)C)cc1)C(=O)Nc1cccc(S(N)(=O)=O)c1 (stereo not drawn)	0.5	i
N/C(=N\OC(=O)c1ccc(Cl)cc1Cl)c1cccnc1	-0.15	i
CC(CC(=O)NC1CCCCC1)S(=O)(=O)c1ccc2c(c1)CCN2C(=O)C1CC1 (stereo not drawn)	0.88	i
COc1ccccc1-n1ccnc(SCC(=O)NCCc2ccccc2)c1=O	-0.33	i
Cc1c(CN(C)C(=O)CSc2nc(-c3ccco3)cc(C(F)(F)F)n2)cnn1C	-1.6	i
Cn1c(CN2CCCC2)nc2cc(NC(=O)COc3ccccc3)ccc21	0.49	i
COc1ccc(-c2n[nH]c(=S)n2N)c(OC)c1	0.24	i
Cc1cn(-c2ccc(Br)cc2)[nH]c1=O	-0.27	i
CCCCCNC(=O)c1cc(S(=O)(=O)N2CCCC2)ccc1F	-0.53	i
Cc1cc(/C=N/n2cnnc2)c(C)n1-c1ccc2c(c1)OCO2	-0.12	i

Next part:
Structure	Kir21 inh	KCNQ2 inh
CC(C)Oc1cccc(C(=O)C2CCCN(C(=O)c3noc4c3CCCC4)C2)c1 (stereo not drawn)	-0.14	i
O=C(NCCN1CCOCC1)C(=O)NCC1OCCN1S(=O)(=O)c1ccccc1 (stereo not drawn)	-0.02	i
CC(CC(C)C(=O)Nc1ccccc1C(C)(C)C)C(=O)O (stereo not drawn)	-0.48	i
O=C(C1CCCN(Cc2ccccc2F)C1)N1CCCCC1 (stereo not drawn)	-1.4	i
Cc1ccc(-c2cc(=O)[nH]c3ccccc23)cc1	0.09	i
C=CCNC(=S)NNC(=O)Cn1c(-c2ccccc2)cc(=O)n2ncnc12	-1.5	i
Cc1ccc(-c2cc(C(=O)NCCCN3CCOCC3)c3ccc(Cl)c(C)c3n2)cc1	0.72	i
COc1ccc(NC(=O)C2CCN(c3nnnn3-c3ccccc3)CC2)cc1	2.2	i
COc1ccc(OC)c(C(=O)CSc2nnc(-c3cccnc3)n2C)c1	0.88	i
Cc1cc2oc(C(=O)Nc3ccc(S(=O)(=O)Nc4ncccn4)cc3)cc(=O)c2cc1Cl	2.3	i

Other entries:
Structure	Kir21 inh	KCNQ2 inh
CNc1c([N+](=O)[O-])cnn1-c1ccccc1F	-0.43	i
CCOc1cccc(=O)c2c(C)n(CC3CCCO3)c(C)c12 (stereo not drawn)	-0.79	i
CCCCn1nnc(NC(=S)NC(=O)c2cccs2)n1	-0.7	i
CC(=O)Oc1cccc(NC(=O)c2cccc(C(=O)Nc3cccc(OC(C)=O)c3)c2)c1	0.01	i
CCOCC(=O)Nc1nnc(COC)s1	-1.5	i
Cn1c(=O)n(C)c2cc([N+](=O)[O-])c(N3CCN(C(=O)c4ccc(F)cc4)CC3)cc21	-0.31	i
COCc1cc(C)nc(SCC(=O)Nc2ccccc2C)c1C#N	1.6	i
CC(=O)Nc1cccc(NC(=O)COC(=O)C2CC3CCCC(C2)C3=O)c1 (stereo not drawn)	0.19	i
Cc1cc(=O)[nH]c(SCC(=O)N2CCC(Cc3ccccc3)CC2)n1	1.6	i
O=C(O)c1ccc(-n2nnc3ccccc32)c([N+](=O)[O-])c1	-1.2	i

Continued:
Structure	Kir21 inh	KCNQ2 inh
Cc1ccsc1C(=O)N1CCN(S(=O)(=O)c2cccs2)CC1	-0.69	i
Cc1ccc2[nH]cc(C(=O)CN3CCN(c4ccccc4F)CC3)c2c1	0.32	i
CCOCCn1c(SCc2ccc(F)cc2)nc2c1c(=O)[nH]c(=O)n2C	-1.5	i
CCCC(=O)NC(c1ccc(OC)c(OC)c1)c1cc(Cl)c2cccnc2c1O (stereo not drawn)	0.91	i
COc1cc(CN2CCN(S(=O)(=O)c3ccc(NC(C)=O)cc3)CC2)cc(OC)c1O	-0.61	i
CN(C)c1ccc(N=Nc2nc3ccccc3n2C)cc1	-0.72	i
CC(C)=C1C2CCC1C1C(=O)N(c3nc(-c4ccccc4)c(C)s3)C(=O)C21 (stereo not drawn)	1.7	i
O=C(CN1C(=O)COc2ccc(S(=O)(=O)N3CCCCC3)cc21)NCc1ccccc1Cl	0.5	i
CCOc1ccc(CC(=NCCc2ccccc2)C2=C(O)CC(C)(C)CC2=O)cc1OCC	-1	i
CCC(CO)Nc1ncnc2onc(-c3ccc(F)cc3)c12 (stereo not drawn)	1.3	i

Looked up by compound from the list above (6):
Structure	Kir21 inh	KCNQ2 inh
CCOCCn1c(SCc2ccc(F)cc2)nc2c1c(=O)[nH]c(=O)n2C	-1.5	i
CCC(CO)Nc1ncnc2onc(-c3ccc(F)cc3)c12 (stereo not drawn)	1.3	i
CN(C)c1ccc(N=Nc2nc3ccccc3n2C)cc1	-0.72	i
COc1cc(CN2CCN(S(=O)(=O)c3ccc(NC(C)=O)cc3)CC2)cc(OC)c1O	-0.61	i
O=C(CN1C(=O)COc2ccc(S(=O)(=O)N3CCCCC3)cc21)NCc1ccccc1Cl	0.5	i
CC(C)=C1C2CCC1C1C(=O)N(c3nc(-c4ccccc4)c(C)s3)C(=O)C21 (stereo not drawn)	1.7	i

More compounds
Structure	Kir21 inh	KCNQ2 inh
COc1ccc(NS(=O)(=O)c2cc3c4c(c2)CCN4C(=O)CC3)c(OC)c1	-1.3	i
COc1ccc(C(=O)/C=C/Nc2cc(C)ccn2)cc1	0.39	i
CCOc1ccc(/C=C/C(=O)NC2CCCCC2)cc1	-1.2	i
CC1(C)OC(=O)C(=NNc2ccccc2C(=O)O)C(=O)O1	0	i
Cn1cc(CCC(=O)N2CCCC(CCC(=O)NCc3ccccc3F)C2)cn1 (stereo not drawn)	-0.42	i
CC(=O)C(Cc1cccc(F)c1)(Cc1cccc(F)c1)C(C)=O	-2.2	i
O=C(N/N=C/c1cn(-c2ccccc2)nc1-c1cc2ccccc2o1)c1ccncc1	0	i
COc1cc(/C=N/Nc2ccnc(=O)[nH]2)ccc1O	-1.4	i
Cc1ccc(CN=c2c([N+](=O)[O-])nn(-c3cccc(Cl)c3)n2O)cc1	0.45	i
CN(C1CCCCC1)S(=O)(=O)c1cccc(C(=O)Nc2ccccn2)c1	-2.5	i

Carrying on:
Structure	Kir21 inh	KCNQ2 inh
COc1ccc(-n2c(SC)nc(O)cc2=O)cc1	-0.12	i
Nc1ccc2nn(-c3ccc(Cl)cc3)nc2c1	-0.06	i
Cc1ccc(C)c(S(=O)(=O)NCCOc2nc(NC(C)C)nc(NC(C)C)n2)c1	-0.21	i
Cc1cc(=O)n(C(NC(=O)c2ccccc2)C(=O)c2ccccc2)cn1 (stereo not drawn)	-0.34	i
COc1ccc(-n2cc(-c3ccccc3)c3c(NCCCN4CCOCC4)ncnc32)cc1	0.34	i
Cc1c(C)n2c(SCC(=O)NC3CCCC3)nnc2[nH]c1=O	0.79	i
O=C(/C=C/c1ccccc1)NCCc1c[nH]c2ccccc12	1.5	i
COC(=O)CC1C(=O)NCCN1C(=O)c1sc2ccccc2c1Cl (stereo not drawn)	-0.43	i
COc1cc2nc(SCc3c(C)noc3C)n(CCC3=CCCCC3)c(=O)c2cc1OC	0.25	i
COCCOC(=O)C1=C(C)OC(N)=C(C#N)C1c1ccc2c(c1)OCO2 (stereo not drawn)	-0.5	i

Further entries follow.
Structure	Kir21 inh	KCNQ2 inh
O=C(NCc1cccnc1)c1cc2ccccc2oc1=O	-0.5	i
O=C(NCc1ccco1)c1cc(-c2cccnc2)nc2ccc(Cl)cc12	-0.88	i
O=C(Nc1ccc2c(c1)OCCO2)c1cccc(Cl)c1	-0.19	i
CCCc1cc(Nc2cccc(OC)c2)n2ncnc2n1	0.87	i
CCOc1ccc(/C(O)=C2/C(=O)C(=O)N(CCOCCO)C2c2ccccn2)cc1 (stereo not drawn)	1.1	i
O=C(CO/N=C/c1ccccc1O)N1CCc2ccccc21	0.15	i
Cc1cc(C)c2c(NC(=O)C3CC3)nn(C)c2n1	1.4	i
COc1ccccc1C(=O)Nc1ccc(S(=O)(=O)N(C)c2ccccc2)cc1	0.19	i
O=C(NCc1cccc(CNC(=O)c2ccco2)c1)c1ccco1	-0.6	i
Cc1ccsc1/C=N/n1c(-c2ccccc2)n[nH]c1=S	-0.94	i

New compounds follow:
Structure	Kir21 inh	KCNQ2 inh
CC(=O)CC(C)(C)S(=O)(=O)c1ccc(NC(C)=O)cc1	-0.62	i
CC(=O)c1ccc(N2Cc3ccccc3C2)cc1	0.45	i
COc1cccc(OCc2cc(C(=O)N3CCN(C(C)=O)CC3)no2)c1	0.02	i
O=C(C1CCN(S(=O)(=O)c2ccccc2)CC1)N1CCN(Cc2ccccc2)CC1	1	i
COc1ccccc1N=Nc1c(O)[nH]c2ccc(Br)cc12	0.82	i
CCn1cc(C(=O)NCC(=O)OC)c2cc(OC)c(OC)cc2c1=O	-0.66	i
CSc1ccc(C(=O)C2CCCN(C(=O)c3ccc4c(c3)OCO4)C2)cc1 (stereo not drawn)	0.11	i
CCCc1c(C)nc2ccccc2c1SCCC#N	-3.2	i
O=C(Nc1cc(-c2nc3ccccc3s2)ccc1Cl)c1ccc2c(c1)OCO2	0.13	i
CN(C)c1ccc(/C=N/NC(=O)c2ccccc2Cl)cc1	4.5	i

(more compounds)
Structure	Kir21 inh	KCNQ2 inh
CCCCOc1nc2ccccc2nc1C(C#N)S(=O)(=O)c1ccccc1 (stereo not drawn)	1.2	i
O=C(Nc1nc(-c2ccc3ccccc3c2)cs1)c1ccc(N2C(=O)CCC2=O)cc1	-0.07	i
O=C(O)c1[nH]c2ccccc2c1C=NCc1ccccc1Cl	2.2	i
Cc1cc(C)c(S(=O)(=O)Nc2cc(C)on2)c(C)c1	-0.93	i
O=S(=O)(Nc1ccncc1Cl)c1ccc2ccccc2c1	-0.53	i
COc1ccc(NC(C)=O)cc1NC(=O)CN1CCN(C2c3ccccc3-c3ccccc32)CC1	-0.29	i
COc1ccc(-c2noc(COc3ccc4c(c3)OCO4)n2)cc1	-0.47	i
Cc1cc2c([nH]c3ccccc32)c(C)n1	1.9	i
NC(=O)c1nsc(C(=O)N(c2ccccc2)C(C(=O)NC2CCCCC2)c2ccc(O)cc2)c1N (stereo not drawn)	-1.4	i
CC(C)Cc1cc(C(=O)N2CCCC(CCC(=O)N(C)CCc3ccccn3)C2)no1 (stereo not drawn)	-0.38	i

The results go on:
Structure	Kir21 inh	KCNQ2 inh
CS(=O)(=O)N(CC(=O)Nc1ccccc1-c1ccccc1)c1ccc(F)cc1	-0.53	i
COc1ccc(/C=C/C(=O)O)cc1S(=O)(=O)N1CCC(C)CC1	0.23	i
CC1CCc2sc(NC(=S)NC(=O)c3ccccc3)c(C#N)c2C1 (stereo not drawn)	1.2	i
COC(=O)c1sc2nc3c(cc2c1N)COC(C)(C)C3	-0.8	i
C=CCN(CC=C)CC(=O)Nc1ccc(S(N)(=O)=O)cc1	1	i
Cc1ccc(S(=O)(=O)Cc2ccc(C(=O)N3CCN(Cc4ccccc4)CC3)o2)cc1	-0.88	i
Cc1cnc(CN(C)C(=O)C2CCC(=O)N(CCc3cccc(F)c3)C2)[nH]1 (stereo not drawn)	-0.13	i
CCC(=O)OCCn1c(Br)nc2c1c(=O)[nH]c(=O)n2C	0.37	i
Cc1noc(C)c1COc1ccc(C(=O)OCC(=O)Nc2ccc(C(=O)N(C)C)cc2)cc1	1.2	i
O=C(/C=C/c1ccc(Cl)cc1)c1cccnc1	-7.9*	-7.6*

The list continues.
Structure	Kir21 inh	KCNQ2 inh
O=C(O)c1cccc(NC(=S)N/N=C/c2cccnc2)c1	2	i
Cc1c(NCc2cccnc2)cccc1C(=O)O	0.01	i
O=C(COc1ccccc1F)c1ccc(O)cc1O	0.59	i
CCOc1ccc(-c2[nH]nc3c2C(c2ccc(O)cc2)C(C#N)=C(N)O3)cc1 (stereo not drawn)	1.1	i
Cc1ccc(C(=O)CCNc2ccccc2)o1	0.65	i
COc1ccc(Cl)cc1C(=O)Nc1ccccc1N1CCN(C(=O)C(C)C)CC1	-0.41	i
CC(=O)N1CCc2cc(S(=O)(=O)NC(Cc3ccccc3)C(=O)O)ccc21 (stereo not drawn)	-0.55	i
CCOC(=O)C1(CCCc2ccccc2)CCN(C(=O)C2=C(C)OCCO2)CC1	-1.7	i
Cc1ccc(NC(=O)CN(C)CC(=O)Nc2ccccc2C#N)cc1	-2.5	i
Cc1ccc(C(=O)O/N=C(\N)c2ccccn2)cc1Cl	-0.08	i

More entries:
Structure	Kir21 inh	KCNQ2 inh
COc1cc(NC(=O)Cc2ccc([N+](=O)[O-])cc2)c(C(=O)O)cc1OC	0.35	i
COc1ccc(Br)cc1CN(C)CC(=O)Nc1cc(Cl)ccc1Cl	-5.7*	i
O=C(c1ccc(COc2ccccc2Br)o1)N1CCCCCC1	-0.19	i
COC(=O)\C(C(C)=O)=C(/C=C/C=C/N(C)C)N(C)C	-0.24	i
